TCR-CD3 inh: human TCR-CD3 binding inhibition; TAMRA-labeled TCR probe fluorescence, biochemical; inhibition, % at 9.4 µM; 360,000 compounds, 0.37% hits; AID 651800; in the data active = inhibition above about 19%;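 note: recombinant mutant TCR 2C K166C tagged with TAMRA read by polarization; 0% = receptor in buffer alone and 100% = receptor with positive control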
UHRF1 binding: UHRF1 methyl-DNA binding inhibition; 370,000 compounds, 0.75% hits; inhibition, % at 4.4 µM; UHRF1 binding to methylated oligo, TR-FRET; Q96T88; AID 687016; in the data active = inhibition above about 21%;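 note: UHRF1 SRA domain binding a hemimethylated CpG hairpin DNA probe; 0% = median of test compound wells and 100% = reference inhibitor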
rCAG RNA binder: molecules binding r(CAG) RNA repeats; 370,000 compounds, 1.3% hits; AID 651821; inhibition, % at 3 µM; r(CAG) RNA repeat, TO-PRO-1 dye displacement fluorescence;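 active = inhibition above the plate cutoff, the mean of all test compounds on that plate plus 3 SD, cut at about 35% in these data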;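 note: 0% = DMSO alone and 100% = 100 µM mitoxantrone as full dye displacement; higher means more dye released from RNA so lower well fluorescence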
PRMT1 inh: blocks human protein arginine methyltransferase 1. 370,000 compounds, 1.3% hits. recombinant PRMT1, activity-based probe fluorescence polarization. AID 652257. inhibition, % at 2.79 µM. Q99873;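 active = inhibition above about 21% made by adding two undisclosed values, limit read from the data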
PG9 Ab binder: PG9 antibody binding by small molecule; TR-FRET gp120-PG9 antibody binding; inhibition, % at 6.7 µM; 360,000 compounds, 0.43% hits; in the data active = inhibition above about 8.5%
HTRA1 inhibitor: inhibitors of human serine peptidase HTRA1; inhibition, % at 5.96 µM; Q92743; 340,000 compounds, 0.5% hits; recombinant HTRA1, FP-rhodamine activity-based probe, fluorescence polarization; in the data active = inhibition above about 36%;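 note: 0% = enzyme with DMSO and 100% = wells lacking enzyme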
Target sequence (Q92743 whole entry, looked up): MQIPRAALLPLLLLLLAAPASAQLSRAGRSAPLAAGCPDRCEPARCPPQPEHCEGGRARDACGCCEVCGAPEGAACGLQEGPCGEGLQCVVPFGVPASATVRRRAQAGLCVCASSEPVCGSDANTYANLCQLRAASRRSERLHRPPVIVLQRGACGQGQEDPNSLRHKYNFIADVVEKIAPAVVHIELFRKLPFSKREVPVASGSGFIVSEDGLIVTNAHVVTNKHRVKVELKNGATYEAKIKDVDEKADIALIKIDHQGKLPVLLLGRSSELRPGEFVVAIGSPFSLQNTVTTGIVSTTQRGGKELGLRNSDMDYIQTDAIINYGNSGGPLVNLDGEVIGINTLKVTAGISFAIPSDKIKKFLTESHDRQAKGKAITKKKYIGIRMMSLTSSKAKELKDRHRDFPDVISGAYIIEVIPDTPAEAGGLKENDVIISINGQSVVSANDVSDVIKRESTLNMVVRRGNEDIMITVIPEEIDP
NR1D1 modulator: modulators of human Rev-erb alpha DNA binding; Rev-erbα–FITC-DNA binding, fluorescence polarization, 90 min; activity, % at 10 µM; 370,000 compounds, 0.79% hits;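 active = activity above about 14%, limit read from the data; passing the limit was not always enough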;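 note: 0% = DMSO wells with 35 nM protein and 100% = DMSO wells with 750 nM protein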
Target sequence (P20393 whole entry, looked up): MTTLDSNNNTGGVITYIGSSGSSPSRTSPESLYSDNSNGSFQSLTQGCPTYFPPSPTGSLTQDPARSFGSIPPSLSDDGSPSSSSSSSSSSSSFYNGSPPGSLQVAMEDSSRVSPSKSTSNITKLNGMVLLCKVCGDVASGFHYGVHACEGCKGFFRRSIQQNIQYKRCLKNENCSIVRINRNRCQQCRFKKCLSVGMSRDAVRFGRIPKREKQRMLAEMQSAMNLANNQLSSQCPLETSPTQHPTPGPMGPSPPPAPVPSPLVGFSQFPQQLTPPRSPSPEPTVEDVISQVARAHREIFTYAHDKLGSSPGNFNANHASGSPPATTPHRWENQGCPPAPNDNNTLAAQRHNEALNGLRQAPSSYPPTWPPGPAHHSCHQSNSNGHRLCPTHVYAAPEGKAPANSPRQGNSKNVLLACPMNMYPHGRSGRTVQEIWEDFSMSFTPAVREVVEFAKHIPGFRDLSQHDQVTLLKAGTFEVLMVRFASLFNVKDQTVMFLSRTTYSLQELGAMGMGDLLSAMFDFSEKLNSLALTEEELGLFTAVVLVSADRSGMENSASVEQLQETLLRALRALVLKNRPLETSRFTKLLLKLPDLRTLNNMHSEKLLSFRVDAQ
LEDGF integ inh: blocks HIV-1 LEDGF/p75-dependent DNA integration. TR-FRET IN-LEDGF/p75 DNA integration, Eu/Cy5. inhibition, % at 3.7 µM. 370,000 compounds, 0.64% hits;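 active = inhibition above the screen-wide mean plus 3 SD, cut at about 13% in these data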;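 note: signal is the Cy5 over europium emission ratio at 671 and 618 nm; 0% = plate median of compound wells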
MBD2 inh: MBD2-methylated oligo binding inhibition; inhibition, % at 4.4 µM; AID 686964; 370,000 compounds, 0.31% hits; TR-FRET, MBD2 binding to methylated oligonucleotide; in the data active = inhibition above about 13%
mABHD4 FP: inhibitors of mouse ABHD4. Q8VD66. purified mABHD4, FP-Rh probe fluorescence polarization. inhibition, % at 8.92 µM. 370,000 compounds, 0.54% hits;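 active = inhibition exceeding the mean over every tested compound plus 3 SD, cut at about 30% in these data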;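 note: 0% = plate median of compound wells and 100% = S159A mutant with DMSO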
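Assay system: mouse ABHD4 enzyme, wild type / Also added: fluorescent activity-based probe FP-Rh / Doses: single nominal dose of 8.92 µM, 0.89% DMSO final / Timing: 45 min compound pre-incubation plus 60 min probe step, 25 °C / Signal: FP readout, ex 525 nm / em 598 nm / Control set: S159A mutant/DMSO as 100%, compound-well median as 0%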
An asterisk follows results filed as active; x = no result given. Not all compounds are listed. The share of hits here may be higher or lower than overall.

Screens in order: TCR-CD3 inh	NR1D1 modulator	UHRF1 binding	PG9 Ab binder	mABHD4 FP	PRMT1 inh	MBD2 inh	HTRA1 inhibitor	rCAG RNA binder	LEDGF integ inh
FC(F)(F)c1ccc2c(c1)nnn2C1CCN(Cc2nnnn2Cc2ccccc2)CC1
    2	7	-2	-0.6	-6	0	3	-2	-6	-2
C[C@]12CCC3C(CC[C@H]4C[C@@H](O)CC[C@]34C)C1=CC[C@@H]2O (stereo partly drawn)
    -3	1	-1	-0.6	-3	-2	2	3	1	2
O=C1NC(=O)C(CCc2ccncc2)(CCc2ccncc2)C(=O)N1CCc1ccccc1
    1	1	-2	-2.3	-3	-1	-4	0	-7	2
COc1ccc(N2C(=O)NC(=O)/C(=C\c3ccccc3[N+](=O)[O-])C2=O)cc1
    0	-1	-2	0.8	8	8	-2	1	7	0
C[N+]1(C)C2CC(OC(=O)C(CO)c3ccccc3)CC1C1OC12 (stereo not drawn)
    4	6	0	-0.2	-2	-3	4	3	2	-1
O=C(c1ccc(CNS(=O)(=O)c2ccc(Br)cc2)cc1)N1CCC2(CC1)OCCO2
    -6	2	7	-2.1	-6	0	1	-1	-5	3
Cc1ccc(C(=O)C2CN3CCC2CC3)cc1 (stereo not drawn)
    3	4	0	0.5	0	-2	-8	0	3	-2
Cc1ccccc1NC(=O)c1cc(-c2ccccc2)n(CCCN2CCOCC2)c1C
    11	2	-2	-1.1	0	-1	1	x	-7	-2
Cc1ccc2[nH]c(=S)n(-c3cccnc3)c(=O)c2c1
    7	3	-3	-0.5	7	0	-4	x	0	-2
CCn1cc(/C=c2/sc3n(c2=O)C2c4ccccc4OC(C)(N=3)C2C(=O)OC)c(C)n1 (stereo not drawn)
    1	0	2	2.0	6	2	6	0	-8	-6
CC(=O)c1c(C)n(CC2CCCO2)c2ccc(O)cc12 (stereo not drawn)
    10	-3	0	-1.5	3	0	-5	0	3	1
COc1ccc(S(=O)(=O)N2Cc3cnnn3-c3ccccc3C2C#N)cc1 (stereo not drawn)
    4	4	0	1.8	1	4	1	0	2	-3
COc1ccc(NC(=O)c2cn(CCC#N)nc2-c2cccc([N+](=O)[O-])c2)cc1
    7	5	-2	-0.2	0	-1	3	10	4	2
CC1CCCCN1CC(O)c1c[nH]c2ccccc12 (stereo not drawn)
    -4	4	5	0.2	-9	5	8	7	1	5
O=C(c1cccc(Cl)c1)C1CCCN(Cc2ccon2)C1 (stereo not drawn)
    3	-3	3	-2.3	1	-1	2	2	-5	1

Random excerpt: 2 records from the list, in no set order.
Screens in order: TCR-CD3 inh	NR1D1 modulator	UHRF1 binding	PG9 Ab binder	mABHD4 FP	PRMT1 inh	MBD2 inh	HTRA1 inhibitor	rCAG RNA binder	LEDGF integ inh
COc1ccc(S(=O)(=O)N2Cc3cnnn3-c3ccccc3C2C#N)cc1 (stereo not drawn)
    4	4	0	1.8	1	4	1	0	2	-3
COc1ccc(N2C(=O)NC(=O)/C(=C\c3ccccc3[N+](=O)[O-])C2=O)cc1
    0	-1	-2	0.8	8	8	-2	1	7	0

Continuation:
Screens in order: TCR-CD3 inh	NR1D1 modulator	UHRF1 binding	PG9 Ab binder	mABHD4 FP	PRMT1 inh	MBD2 inh	HTRA1 inhibitor	rCAG RNA binder	LEDGF integ inh
C/C(=N\NC(=O)c1ccccc1)c1c(O)n(Cc2ccccc2)c(=O)[nH]c1=O
    18	0	4	0.0	14	2	0	x	23	-1
O=C(COc1ccc2ccccc2c1)N1CCN(C2CCN(Cc3ccccc3)CC2)CC1
    -1	-1	4	-1.5	1	-3	-5	2	-9	1
COc1cccc(-n2c(/C=C/c3ccccn3)nc3ccccc3c2=O)c1
    -2	2	2	-1.4	4	-2	2	5	2	-2
Cc1cc(=O)oc2cc(OCC(=O)N3CCN(C(C)c4ccccc4)CC3)c(Cl)cc12 (stereo not drawn)
    -1	0	17	-1.2	1	-2	3	-2	-2	5
CN1C2CCC1C(C(=O)O)C(OC(=O)c1ccccc1)C2 (stereo not drawn)
    -6	-2	0	-1.2	-4	5	-1	0	-4	-3
Cn1cc(C(=O)OCC(=O)N2CCCC2)c2ccccc21
    -6	-4	74*	-0.3	-2	-2	5	-3	0	1
CC(C)CN1CCN(Cc2ccc(C(F)(F)F)cc2)CC1CCO (stereo not drawn)
    -11	1	6	1.9	-5	4	7	4	-8	3
COc1ccccc1-n1c(O)c(C=NC2CC2)c(=O)[nH]c1=O
    6	7	-1	-4.3	2	-4	-8	4	-2	6
C=CCc1ccc(OC)cc1
    -10	-1	-1	0.3	-2	-2	-3	-2	-1	-2
COc1ccc(C[C@H]2NC[C@H](O)[C@H]2OC(C)=O)cc1
    -2	5	12	0.6	-14	2	2	2	0	-4
CCc1cc(=O)oc2cc(OCC(=O)N3C[C@H]4C[C@@H](C3)c3cccc(=O)n3C4)ccc12
    2	-5	-1	-0.3	4	0	-5	-1	0	2
Cn1c(O)c(C(=Nc2ccc(F)cc2)c2ccccc2)c(=O)n(C)c1=O
    6	-5	-2	-0.8	19	11	-3	7	-2	-2
Cc1cc[n+](Cc2ccccc2)cc1
    2	5	0	0.2	-4	3	6	-2	7	0
COC(=O)C1=C(c2ccccc2)C[C@@H]2CC[C@H]1N2C(=O)NCc1ccc(F)cc1
    3	0	-1	-1.1	7	-1	-1	3	-4	-4
CN(C)CCNC(=O)c1cccn(Cc2cccc(C(F)(F)F)c2)c1=O
    0	-4	-2	-2.2	2	-3	-1	x	-3	1
C[C@H](NC(=O)N1C[C@H]2C[C@@H](C1)c1cccc(=O)n1C2)C(=O)Nc1cccc(F)c1
    5	3	2	-2.9	5	-5	-2	4	-1	-1
Cc1ccc(C)c(NC(=O)CCNC(=O)N2C[C@H]3C[C@@H](C2)c2cccc(=O)n2C3)c1
    -1	-4	1	-3.3	2	5	-4	-3	-1	2
CCOC(=O)N(C)c1ccc(C(O)(C(=O)OC)C(F)(F)F)cc1 (stereo not drawn)
    -5	-3	-1	0.0	-1	3	5	3	-1	1
Cc1sc2ccccc2c1CC1=NCCN1
    -13	-1	0	8.3	5	-6	-6	-1	2	2
NC1=C([N+](=O)[O-])C(c2ccc3c(c2)OCO3)c2c(c3ccccc3oc2=O)O1 (stereo not drawn)
    4	0	5	-1.7	-4	0	1	x	27	0
C/C=C/CC#N
    1	7	-1	0.3	-5	-1	-3	6	3	1
COc1ccc(OCC(=O)N2CCN(C/C=C/c3ccccc3)CC2)cc1
    0	-5	-2	-0.5	2	1	6	-5	-3	4
CCOc1cccc(CNCCc2c(C)[nH]c3ccc(OC(F)(F)F)cc23)c1O
    4	5	2	-0.7	15	-3	1	-18	6	1
CC1=C(C)CC2(C(=O)NC(=S)NC2=O)C(C)C1 (stereo not drawn)
    -1	6	-1	-0.3	0	-8	-6	-3	3	4
C=CCOc1ccc(CC2C(=O)N(C)C(=O)N(C)C2=O)cc1
    -4	2	7	1.3	-4	3	8	-8	10	2
CCC(=NCCCn1ccnc1)c1c(O)n(-c2ccc(OC)cc2)c(=O)[nH]c1=O
    -7	2	11	-0.2	2	2	7	2	-5	-2
CC12CN3CC(C)(CN(C1)C31CCOCC1)C2=O
    1	-6	-1	0.3	4	-1	-3	4	0	1
COc1ccc(CN2CCN(Cc3ccccc3OC)CC2)cc1
    3	-5	-5	1.3	9	2	-5	-3	1	-4
O=C(O)CCC(=O)NCCC1=c2ccccc2=N/C1=C\c1c(O)n(Cc2ccc(F)cc2)c(=S)[nH]c1=O
    -1	10	-3	-3.1	9	8	-4	0	35*	3
Cc1ccc2nc3c(cc2c1)CC1(C(=O)N(C)C(=O)N(C)C1=O)C1CCCCN31 (stereo not drawn)
    0	1	-1	2.3	2	0	0	1	-4	0
CC(=O)[C@H]1CC[C@H]2[C@@H]3CC[C@H]4C[C@H](O)CC[C@]4(C)[C@H]3C(=O)C[C@]12C
    -4	0	1	0.8	0	-2	7	1	-1	-2
CSCCC(c1nnnn1C(C)(C)C)N1CCC2(CC1)C(=O)NCN2c1ccccc1 (stereo not drawn)
    -2	0	-1	-1.2	5	-2	0	x	0	-3
Cn1c2ccccc2c2c(C(=O)N3CCC4(CC3)OCCO4)cn(C3CCCC3)c(=O)c21
    4	-5	1	-1.3	8	0	0	3	-10	-3
CCc1ccccc1N1C(=O)/C(=C/c2ccc(N3CCN(C)CC3)o2)C(=O)NC1=S
    -22	0	6	-5.0	-32	12	-3	-5	50*	17*
CC(=O)Nc1ccccc1C(=O)OCC(=O)Nc1ncccn1
    0	0	-2	0.7	5	0	-1	7	1	-2
COC(=O)C1=C(c2ccc(OCc3ccccc3)cc2)C[C@@H]2CC[C@H]1N2C(=O)NCc1ccc(Cl)cc1
    -3	3	-2	-4.0	16	2	-6	-43	1	-1
CCCCn1c(O)c(C(CC)=NCCc2ccccc2)c(=O)[nH]c1=O
    4	-1	-2	0.6	5	-2	-6	-8	-7	0
CC(C)OC12Oc3ccccc3C=C1N1CCC2CC1 (stereo not drawn)
    -2	-3	1	-0.5	5	-2	6	1	1	-1
CN1C(=O)/C(=C/c2ccc(Cl)s2)C(=O)NC1=S
    -16	-3	-2	-2.1	-22	5	-7	-1	6	1
CC(=O)NC(C)Cc1ccccc1 (stereo not drawn)
    -6	0	0	0.5	7	2	1	2	1	-2
CNC(C(=O)c1ccccc1)C(OC)c1ccccc1 (stereo not drawn)
    -5	-3	8	-0.8	-3	1	-5	6	-5	-3
COc1ccccc1N(CC(=O)NC1CCCCC1)C(=O)c1cnn(C(C)C)c1
    -5	7	3	0.9	-1	3	-2	7	-2	5
O=c1[nH]c(=O)n(-c2ccc(F)cc2)c(O)c1/C=C1\C=Nc2ccccc21
    -3	7	1	-0.9	-1	3	6	-5	4	-2
Cc1ccc(NC(=O)CCNC(=O)N2C[C@H]3C[C@@H](C2)c2cccc(=O)n2C3)c(C)c1
    3	0	3	1.2	-3	-7	-4	2	-1	-1
CC(C)CN1CCN(Cc2ccccc2C(F)(F)F)CC1CCO (stereo not drawn)
    -3	4	-3	-0.8	3	1	0	9	-8	0
CCOC(=O)c1ccc2[nH]c(-c3ccc(S(=O)(=O)F)cc3)cc(=O)c2c1
    -3	1	4	-1.4	-12	3	0	13	4	2
COC(=O)C1=C(c2ccc(F)cc2F)C[C@@H]2CC[C@H]1N2C(=O)N1CCOCC1
    8	-2	1	-0.6	-3	0	-1	1	-4	3
CCCCn1c(O)c(C(C)=NCc2cccnc2)c(=O)[nH]c1=O
    -8	2	3	-2.4	8	6	-4	5	-1	-7
CN(C)c1cc[n+](CC(O)C[n+]2ccc(N(C)C)cc2)cc1
    7	-3	0	-2.3	6	-3	1	-7	1	2
CC1([N+](=O)[O-])COP(=O)(Nc2cccc(F)c2)OC1 (stereo not drawn)
    6	0	-1	0.7	4	6	4	-2	0	-2
Cn1c(=O)c2c(ncn2CCCl)n(C)c1=O
    4	3	2	0.3	2	-1	-3	4	0	-3
C[n+]1c(-c2ccccc2)c2cc(N)ccc2c2ccc(N)cc21
    116*	-22	62*	-18	75*	66*	55*	97*	41*	41*
C=CCn1c(O)c(C(C)=Nc2ccc(N(C)C)cc2)c(=O)[nH]c1=O
    6	-3	-2	-4.6	22	19	-6	3	0	11
Cc1cc(C)cc(N2C(=O)NC(=O)/C(=C\c3cccn3-c3ccc(Cl)cc3)C2=O)c1
    0	-11	-3	-0.9	-5	3	-1	0	8	-3
O=[N+]([O-])/C=C1/NCCN1Cc1ccc(Cl)nc1
    -9	2	3	-1.8	4	-1	2	-1	3	0

Screens: PubChem BioAssay, several laboratories
